aSyn 5UTR inh – MLPCN primary screen, SNCA 5' untranslated region; alpha-synuclein 5'UTR reporter, inhibitor activity; inhibition, % (tested at 7.5 µM); actives 0.82% (n = 300,000); AID 1813; in the data active means inhibition above about 60%; inconclusive means no clear call, values can overlap the other calls;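 further: H4 neuroglioblastoma cells stably carrying SNCA 5'UTR luciferase fusion; 0% = DMSO wells and 100% = positive control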
HIF act – HIF pathway transcriptional activation | U2OS HRE-luciferase reporter, luminescence; normalized: DMSO 0%, desferrioxamine 100% | activation, % at 7.5 µM (by protocol) | actives 0.32% (n = 300,000);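 active means mean activation of at least 10% of the iron chelator positive control signal, with at least half of replicates also reaching 10%; inconclusive means mean and replicate majority disagree about reaching 10%; inactive means mean and most replicates under 10%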
AI-2 QS mod – modulates the Vibrio harveyi AI-2 quorum sensing system; actives 0.4% (n = 300,000); activity change, % at 7.5 µM; AID 2094; Vibrio harveyi JMH597 AI-2 luminescence/OD600 ratio, 9 h; stronger effect = lower value; strain lacks LuxN and CqsS sensors; 0 = neutral-control median; in the data active means activity change below about -75%, passing the limit was not always enough; inconclusive means no clear call, values can overlap the other calls;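 further: luminescence divided by OD600 gain over 9 h not by final OD600 alone; inactives centre near 13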
Platelet DG rel – platelet dense granule release activity | human platelet-rich plasma, SFLLRN dense granule ATP release, luminescence | inhibition, %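 (compounds screened at 7.5 µM in platelet-rich plasma)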 | actives 0.22% (n = 300,000) | AID 1663;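 active means mean replicate score, as percent of positive control, at or above 50; inconclusive means mean below 50 but at least one replicate at or above 50; inactive means mean and every replicate below 50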
KLF5 inh – inhibitors of KLF5 expression; DLD-1 KLF5 promoter-luciferase reporter, luminescence; inhibition, % at 5 µM; actives 0.23% (n = 290,000); AID 1700;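 active means inhibition above a per-plate limit of that plate's mean compound inhibition plus 3 SD, cut at about 60% in these data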;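 further: 0% = DMSO wells and 100% = LY294002 at 200 µM; higher means less KLF5 promoter-driven luciferase light; inactives centre near -14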
HSF1 inh – HSF1 inhibition. NIH3T3-HGL HSE-luciferase, MG132-induced, luminescence 8 h; stronger effect = lower value. activity change, negative = inhibition, % at 7.5 µM (by protocol). actives 0.77% (n = 300,000). AID 2098;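 active means more than half of replicate wells show activity change below -50%, luminescence cut by over half; inconclusive means some wells, but at most half, below -50%; inactive means no replicate well below -50%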;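 further: luciferase reports HSF-1 transcriptional activity via heat shock element; 0% = median of DMSO wells and -100% = zero luminescence signal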
IEC-6 tox – IEC-6 cytotoxicity, counter-screen for KLF5 inhibitors | actives 0.78% (n = 290,000) | luminescence viability | AID 1825 | inhibition, % at 5 µM; in the data active means inhibition above about 22%;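 further: 0% = plate median of test compound wells and 100% = cytotoxic reference compound wells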
HDAC3 inh – human HDAC3 inhibition; O15379; actives 0.15% (n = 320,000); recombinant HDAC3, fluorogenic peptide/trypsin coupled, fluorescence; inhibition, % at 8.3 µM; in the data active means inhibition above about 26%, passing the limit was not always enough; inconclusive means no clear call, values can overlap the other calls
Target sequence (O15379 whole entry, looked up): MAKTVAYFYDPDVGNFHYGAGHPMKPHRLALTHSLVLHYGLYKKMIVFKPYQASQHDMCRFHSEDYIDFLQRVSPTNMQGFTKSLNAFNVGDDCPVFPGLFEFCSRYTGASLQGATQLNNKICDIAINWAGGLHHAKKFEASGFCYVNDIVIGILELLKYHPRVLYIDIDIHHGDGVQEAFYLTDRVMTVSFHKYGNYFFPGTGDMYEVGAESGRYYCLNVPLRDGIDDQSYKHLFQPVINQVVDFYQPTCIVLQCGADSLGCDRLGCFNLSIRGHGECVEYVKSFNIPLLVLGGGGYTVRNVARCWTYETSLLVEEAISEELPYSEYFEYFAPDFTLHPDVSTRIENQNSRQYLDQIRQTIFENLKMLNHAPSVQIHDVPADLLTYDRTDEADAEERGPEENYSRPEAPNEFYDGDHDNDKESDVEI
HSP90 inh – blocks HSP90-mediated luciferase refolding in reticulocyte lysate; Rabbit reticulocyte lysate, luciferase refolding luminescence, 3 h; inhibition, % at 5.6 µM; actives 0.91% (n = 290,000);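 active means inhibition above the screen-wide mean plus 3 SD, computed separately per campaign, cut at about 16% in these data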;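 further: 0% = DMSO wells and 100% = 60 µM geldanamycin wells; inhibitors lower the luminescence because luciferase stays unfolded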
HSF1 activator – increases HSF-1 driven luciferase reporter signal | actives 1.7% (n = 300,000) | activation, % at 9 µM | NIH3T3-HGL HSF-1 luciferase reporter, MG132, 8 h; 100% = twice DMSO control signal | AID 504408;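 active means mean replicate activation of at least 50% with a set share of replicates each reaching 50%; inconclusive means only one of those two conditions met; inactive means mean below 50% and too few replicates reaching it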;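 further: 0% = median of the neutral control wells and 100% = twice that signal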
Active calls of the source: *; ? = inconclusive; nt = not tested or not shown.

Values in the order: AI-2 QS mod	HIF act	HSF1 inh	HSP90 inh	IEC-6 tox	HDAC3 inh	HSF1 activator	KLF5 inh	aSyn 5UTR inh	Platelet DG rel
1	CC(=O)Oc1cccc(N2C(=O)CC(Nc3ccc(N4CCOCC4)cc3)C2=O)c1 (stereo unspecified)
  26	-0.3	-3	4	-7	2	-18	-14	19	-20
2	O=c1cc(Cn2ccnc2)c2cc(O)ccc2o1
  -2	1.0	-5	3	-3	0	-1	-39	-1	6
3	O=C(Nc1ccc2[nH]ncc2c1)c1ccccc1Br
  12	1.5	7	5	-16	?	5	-23	-53	3
4	COc1ccc(C(=O)C2CCN(C(=O)c3ccc(OC)cc3)CC2)cc1
  29	0.4	-4	-5	-4	2	4	-27	6	-4
5	O=C(CN(Cc1ccc2c(c1)OCO2)C(=O)CNS(=O)(=O)c1ccccc1)NCC1CCCO1 (stereo unspecified)
  19	0.2	-5	-4	2	-6	-1	-16	2	5
6	C=CCn1c(-c2ccc(F)cc2)n[nH]c1=S
  17	0.2	-8	-1	-1	3	-4	-28	5	-2
7	Cc1cc(N)n(-c2ccc(Oc3ccccc3)c(S(=O)(=O)O)c2)n1
  6	-0.3	-3	-1	-3	nt	4	-38	27	0
8	Cc1nn(-c2nnc(C)c(=O)[nH]2)c(C)c1SCC(=O)Nc1ccc(F)cc1
  25	-0.2	-2	0	-2	-3	2	-17	11	-16
9	O=C(Nc1ccc(S(=O)(=O)NC2=NCCCCC2)cc1)c1ccccc1Cl
  -2	-0.3	7	4	0	-1	14	7	-14	0
10	COc1ccc(NC(=O)CN(C)CCOc2ccc(Cl)cc2)cc1OC
  10	0.2	1	-1	0	4	2	-24	15	0
11	Cn1cccc1CC(=O)N/N=C/C=C/c1ccco1
  12	-0.5	2	2	-4	4	5	-17	-8	3
12	CCOc1ccc(CCNC(=O)CCc2nnc3ccc(N4CCCC4)nn23)cc1OCC
  6	-0.1	6	-6	-2	10	4	-13	-6	3
13	CCOc1ccc(CNC(=O)c2ccc(Sc3ccc(Cl)cc3)c(NC(C)=O)c2)cc1
  11	-0.5	8	1	-7	6	16	-18	8	-2
14	COC(=O)C1=C(C)N(C)C(=O)NC1c1ccc(O)c(Cl)c1 (stereo unspecified)
  13	-0.2	-3	2	1	5	1	-36	-14	3
15	CC(C)(C)c1cc(C(=O)Nc2ccc(F)cc2)n(Cc2ccc(F)cc2)n1
  2	0.1	-13	-6	-4	10	-11	-42	-16	1
16	COc1cccc(CNS(=O)(=O)c2ccc3c(c2)CC(C)N3C(=O)C2CC2)c1 (stereo unspecified)
  35	0.2	14	0	4	7	36	-18	31	-19
17	C=CCn1cccc(C(=O)Nc2ccc(F)cc2)c1=O
  18	4.4	5	-6	-7	2	23	-112	-101	2
18	O=C(N/N=C/c1ccc(-c2cccc([N+](=O)[O-])c2)o1)c1cccs1
  24	1.0	13	1	6	-2	25	3	-118	-2
19	Cc1ccccc1CN1CCN(C(=O)c2cccc3ccccc23)CC1
  13	-1.0	-15	1	0	4	-13	-16	22	2
20	O=C(O)C1CCN(C(=O)c2scc3c2OCCO3)CC1
  19	-0.2	-4	-3	1	-1	30	-22	-15	0
21	NS(=O)(=O)c1cc(C(=O)OCC(=O)NC2CC2)ccc1Cl
  21	0.2	-3	-7	-1	-3	-6	-5	15	18
22	Cc1ccc2[nH]c(O)c(N=NC(=O)c3ccc(NS(=O)(=O)c4cccs4)cc3)c2c1
  -9	0.0	6	0	7	-2	34	-18	-27	-5
23	COC(=O)c1ccc(COC(=O)C23CC4CC(CC(O)(C4)C2)C3)o1
  22	-0.1	-6	2	-1	-5	4	-21	14	1
24	CCCCN(CC)CCNC(=O)c1ccc2c(Cl)c3c(nc2c1)CCC3
  -5	1.2	-15	0	2	1	-14	9	-31	-9
25	COc1ccc(NC(=O)O/N=C/c2ccccc2)cc1
  -12	2.4	19	-2	3	6	26	-106	-140	0
26	O=C(CNC(=O)c1ccc(Br)o1)Nc1cccc(S(=O)(=O)N2CCOCC2)c1
  3	-1.2	0	nt	nt	-12	3	nt	-7	2
27	Cc1ccc(CSCC(=O)N(C)CC(=O)Nc2ccc(Cl)c(Cl)c2)cc1
  25	-0.5	3	nt	nt	8	16	nt	5	14
28	O=C(CCc1ccccc1)NNC(=O)COc1ccccc1Cl
  7	1.4	5	3	4	1	-4	-19	-12	-2
29	CN(C)CCCNS(=O)(=O)c1ccc(Oc2ncc(C(F)(F)F)cc2Cl)cc1
  4	-0.8	3	4	3	1	-2	-1	1	-1
30	CC1=C(C(=O)Nc2nc3ccccc3s2)C(c2ccco2)C(C#N)=C(SCC(=O)NC2CCCCC2)N1 (stereo unspecified)
  1	0.8	10	-2	-3	3	49	-12	-15	16
31	CCOC(=O)C1=C(COC(=O)c2ccc(OC(C)C)cc2)NC(=O)NC1C (stereo unspecified)
  21	-0.2	-5	nt	nt	6	-3	nt	-31	1
32	COc1ccc(CNC(=O)C2(CC3CC(c4ccccc4)=NO3)CCN(C(=O)CCCCCBr)CC2)cc1 (stereo unspecified)
  40	-0.2	-1	nt	nt	5	-7	nt	21	3
33	CC(C)NC(=S)N/N=C1\CCCCc2ccccc21
  13	-0.4	-5	-2	-7	8	23	12	1	3
34	Nc1ncnc2c1ncn2[C@H]1C[C@H](O)[C@@H](COP(=O)(O)O)O1
  10	-0.3	-3	-2	-6	3	-2	75*	9	13
35	CC(=O)c1ccc(OC(=O)/C=C/c2ccccc2)cc1
  ?	0.7	-3	2	4	5	2	8	-7	-1
36	COc1ccc(NC(=O)N2CCCC(CCC(=O)N(C)CCc3ccccn3)C2)cc1 (stereo unspecified)
  22	0.5	4	-4	-2	1	9	-31	-13	2
37	CC(=O)Nc1cc(-c2ccc(Cl)cc2)nn1-c1ccccc1
  4	0.3	2	1	5	12	13	-7	1	3
38	Cc1ccccc1Oc1ncnc2sccc12
  5	-0.1	1	-2	5	1	-18	-17	8	5
39	Cc1ccc2c(c1)c1c(n2CC(O)Cn2nc(C)c(Br)c2C)C(=O)CCC1 (stereo unspecified)
  4	0.2	12	1	6	5	-1	11	9	-17
40	O=C(COC(=O)c1ccc(O)cc1)Nc1cc(C(F)(F)F)ccc1Cl
  19	0.1	2	-3	-5	9	21	-26	22	0
41	Cc1nc2c(C(=O)N3CCCCC3)cnn2c(C)c1Cc1ccccc1F
  22	5.5	14	2	6	-12	13	-107	-117	1
42	COc1cccc(C(=O)N2CCN(S(=O)(=O)Cc3ccccc3)CC2)c1
  28	-0.3	-1	4	4	-3	-1	7	30	-5
43	Cc1ccc(C)c(C2C(C#N)=C(N)Oc3cc(C)oc(=O)c32)c1 (stereo unspecified)
  18	-0.6	2	0	-3	3	-4	-15	-2	12
44	CCC(=O)N1c2ccc(S(=O)(=O)NC3CCCCC3)cc2CC1C (stereo unspecified)
  1	0.1	-1	-3	1	0	-9	-11	17	1
45	CCOC(=O)c1[nH]c2ccccc2c1NC(=O)c1ccc(S(=O)(=O)N2CCCCC2)cc1
  19	-0.5	4	-1	-10	-3	-1	5	35	-22
46	CCOc1ccc(NC(=O)COC(=O)c2ccc3c(c2)C(=O)N(CCc2ccccc2)C3=O)cc1
  11	-0.4	5	6	6	0	-2	-3	-12	5
47	CCOc1ccc(CN2CCNC(=O)C2CC(=O)NCCc2cnccn2)cc1 (stereo unspecified)
  5	0.2	-9	-6	7	0	-9	-50	4	4
48	O=S1(=O)CCC(NC(=S)SCCOc2ccccc2)C1 (stereo unspecified)
  -27	-0.6	8	4	3	7	14	7	-11	1
49	CCOC(=O)c1sc2nc(NC(=O)C3CC3)sc2c1C
  13	0.7	5	0	-2	-4	19	-22	-201	1
50	Cc1ccc(C(=O)N/N=C\C=C\c2ccc(Br)cc2)cn1
  28	-0.8	0	8	2	3	-11	-14	-14	-11
51	Cc1c(C(=O)N2CCN(C(=O)c3ccco3)CC2)oc2c(Cl)cccc12
  16	-0.3	11	nt	nt	-7	-15	nt	5	8
52	Cc1ccc(OC(=O)CCC(=O)Nc2ccc(S(=O)(=O)Nc3cc(C)on3)cc2)cc1
  7	-0.1	7	-1	2	-1	-6	-24	-2	-8
53	COC(=O)CNC(=O)C1(C)C=CCN1C(=O)c1ccccc1 (stereo unspecified)
  2	3.8	20	-2	2	-1	19	-27	-74	-1
54	CCC(=O)Nc1ccc(NC(=O)CSc2nnnn2Cc2ccccc2)cc1C
  11	1.1	-2	3	3	nt	8	-22	8	-4
55	CC(=O)N1c2ccc(C)cc2C(c2ccccc2)CC1C (stereo unspecified)
  nt	0.2	34	-3	11	6	58*	-9	9	-2
56	CCOC(=O)/C(C#N)=N\Nc1ccc(S(=O)(=O)Nc2nc(C)cc(C)n2)cc1
  25	-0.1	-1	-3	-3	7	20	-10	6	6
57	CCOc1ccccc1N1CCN(Cc2cn[nH]c2-c2ccc(F)cc2)CC1
  7	-0.3	11	-1	-1	-2	12	-25	2	-5
58	CCOc1ccc(NC(=S)NC2CC3CCC(C2)N3Cc2ccco2)cc1 (stereo unspecified)
  18	-0.6	-3	3	3	1	-2	-30	5	10
59	O=C(CSc1nnnn1-c1ccccc1)N1CCCc2ccccc21
  16	-0.2	9	0	-8	2	4	21	21	-7

Compounds as they come, and some 5% of all compounds hit somewhere here.
